Tb PYK inh: qHTS of Trypanosoma Brucei Inhibitors; actives 0.12% (n = 410,000); TbPYK enzyme, Kinase-Glo Plus ATP luminescence, 45 min; Potency, µM (top dose mostly 76.8 µM), for inactives: at the top dose activity, negative = inhibition, hits mostly inhibitors; pyruvate kinase (Trypanosoma brucei), Q57TT1; active = well fitted inhibition curve with a large enough effect; inconclusive = small, poorly fitted or top-dose-only effect; also: nearly all actives have a fitted effect of over 50% in size
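TbPYK + substrate in 50 mM TEA pH 7.2, 100 mM KCl, 10 mM MgCl2, 0.05% BSA, 0.01% Tween-20; cpd pinned; ADP 130 uM final; 45 min RT; Kinase-Glo Plus 10 min; luminescence endpoint.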
* hit, by the source's call; ? = inconclusive; [ ] = remark or other dose. % is scaled to controls: 0 for no effect and ±100 for the full control effect; potency is read from the fitted curve at half-maximal effect. These rows are one share of the data (hit frequency here may not be typical).

| SMILES | Tb PYK inh |
| --- | --- |
| COCCCN1C(=O)C(CC(=O)NCc2cccc3ccccc23)CC(C(=O)N2CCOCC2)=C1C (stereo unspecified) | 4.1% |
| Cc1nc(Nc2ccc(Br)cc2Br)c([N+](=O)[O-])c(=O)[nH]1 | 0.6% |
| COc1ccccc1NC(=O)N(C)C[C@H]1OCc2cnnn2CCCC(=O)N([C@H](C)CO)C[C@H]1C | 1.9% |
| COCCNC(=O)C1CCCN(C(=O)/C=C/c2ccccc2)CC1 (stereo unspecified) | -12.9% |
| O=C1NCN(c2ccccc2)C12CCN(C(c1cccs1)c1nnnn1C1CCCC1)CC2 (stereo unspecified) | -0.5% |
| COc1ccc(Oc2ncc3nc(-c4ccc(OC)cc4)c(=O)n(Cc4cccs4)c3n2)cc1 | -8.9% |
| CCNC(=O)C1CCCN(C(=O)c2cnc3ccccc3n2)CC1 (stereo unspecified) | -16.3% |
| COCCn1c(=S)[nH]c2cc(C(=O)NC3CCCCC3C)ccc2c1=O (stereo unspecified) | -11.7% |
| CN1CCCC(C)(C(=O)Nc2cccc(Oc3ccccc3)c2)C1 (stereo unspecified) | 1.0% |
| CCNC(=O)C1CCCN(Cc2ccc3ccccc3c2Br)CC1 (stereo unspecified) | -0.8% |
| Cc1ccc2nc(C3CCCCC3)c(Cc3ccccc3C(F)(F)F)n2c1 | -1.1% |
| Cc1ccc(C)c(CC(=O)N2CCCC(c3cc(C(=O)Nc4ccc5c(c4)OCO5)no3)C2)c1 (stereo unspecified) | 3.1% |
| CNc1cncc(-c2cc(OC)c(OC)c(OC)c2)n1 | -2.4% |
| O=C(NCc1ccc(F)cc1)C(=O)NCC1OCCN1S(=O)(=O)c1cc(F)ccc1F (stereo unspecified) | -2.7% |
| CC1(C(=O)Nc2ccc3c(c2)OCO3)CCN1C(=O)Cc1cccs1 (stereo unspecified) | -7.1% |
| Cc1ccc([C@H]2C[C@@H](O)[C@H](n3cc(-c4ccc(F)cc4)nn3)CN2C(=O)C2CCCCC2)cc1 | 0.4% |
| S=C1NCc2cncnc2N1 | -1.6% |
| COc1ccc(CN2C(=O)CCC2(C)c2nc3ccccc3[nH]2)cc1 (stereo unspecified) | 1.9% |
| O=C1Nc2ccccc2N(C(=O)c2c(F)cccc2F)C1c1nc2ccccc2[nH]1 (stereo unspecified) | 4.5% |
| O=C(Nc1ccc(F)c(Cl)c1)c1ccc2sc([C@@H]3O[C@H](CO)[C@H](O)[C@H](O)[C@H]3O)nc2c1 | -3.8% |
| O=S(=O)(c1ccc2c(c1)OCCO2)N1CCN(S(=O)(=O)c2ccco2)CC1 | 0.4% |
| C#Cc1ccc(NC(=O)C2(C)CCN2C(=O)C/C=C/c2ccccc2)cc1 (stereo unspecified) | 0.0% |
| CCCCN(C=O)c1c(CC)nc2ccc(C(=O)N(C)Cc3ccccc3)cn12 | 4.3% |
| COc1ccc(C(=O)N2CCC[C@@]3(CCN(C(=O)Nc4cccc(C#N)c4)C3)C2)cc1 | -9.6% |
| CN1CCN(C(=O)c2ccc(-c3cnc4cccnn34)cc2)CC1 | 2.1% |
| Cc1ccc2c(=O)n3c(nc2c1)C(Cc1ccccc1)NC(=O)c1cccnc1-3 (stereo unspecified) | 1.5% |
| O=C(CC[C@H]1O[C@@H](n2cnc3c(NC(=O)c4ccccc4)ncnc32)[C@H](O)[C@@H]1O)NCC1CCN(Cc2ccccc2)CC1 | 2.1% |
| CC1=C(C(=O)N2CCOCC2)CC(CC(=O)NC2CCCCC2)C(=O)N1Cc1ccccc1 (stereo unspecified) | -11.9% |
| COc1cc(F)ccc1-c1cc(C(=O)Nc2ccc(C)c(NS(C)(=O)=O)c2)[nH]n1 | 0.6% |
| O=C(Nc1ccccc1)c1cc(C2CCCN(C(=O)C3CC3)C2)on1 (stereo unspecified) | ? |
| O=C1NC[C@H](CCCCN2C[C@H](Cc3ccccc3)N(Cc3ccccc3)C(=O)C2=O)N(CCC2CCCCC2)C1=O | -0.5% |
| O=[N+]([O-])c1ccccc1S(=O)c1ccccc1[N+](=O)[O-] | -4.1% |
| O=C(NCc1cc(C(F)(F)F)ccc1Cl)c1cccc2c1C(=O)c1ccc(N3CCC(N4CCCCC4)CC3)cc1S2(=O)=O | 1.4% |
| C[C@H](CO)N1C[C@H](C)[C@@H](CN(C)Cc2ccncc2)OCc2cnnn2CCCC1=O | -3.9% |
| O=C(Nc1cccc(C(F)(F)F)c1)C1Cc2c(-c3ccco3)ccnc2O1 (stereo unspecified) | 5.3% |
| OC[C@@H]1CN(Cc2ccc(F)cc2)C[C@H](n2cnc3c(NCc4ccco4)ncnc32)O1 | 0.0% |
| COC(=O)c1ccc2nc(-c3ccc(C)cc3)c(Cc3ccsc3)n2c1 | 6.0% |
| CCNC(=O)C1(C)CCN(C(=O)c2ccc(C)c(F)c2)C1 (stereo unspecified) | 4.3% |
| O=C1NC[C@H](CCCCN2CCN(CCc3ccc(O)cc3)C(=O)C2=O)N(CCC2CCCCC2)C1=O | 2.6% |
| COC(=O)c1ccc(Cn2c(C)c(C(=O)NCc3ccco3)sc2=O)o1 | 0.2% |
| COc1cc2c(c(Br)c1N)-c1cc(Br)c(N)cc1C2=O | -4.9% |
| COC(=O)[C@]12CCCCC=C1N(Cc1ccco1)C(=O)[C@H](CC(=O)N1CCSCC1)C2 | -0.4% |
| CCOC(=O)[C@@H](NC(=O)CC[C@H]1O[C@@H](n2cc(C)c(=O)[nH]c2=O)C[C@@H]1O)C(C)C | 0.1% |
| Cc1ccc(Cc2c(-c3ccccc3)nc3ccc(Br)cn23)cc1 | -8.0% |
| NC(=S)c1csc(CCNC(=O)c2ccccc2)n1 | 1.2% |
| Cc1ccccc1-c1cc2nc(Nc3ccc(F)cc3)n(C)c(=O)c2s1 | -9.8% |
| Cc1nc2ccc(NC(=O)C3(C)CCCN(C(C)C)C3)cc2o1 (stereo unspecified) | -5.3% |
| O=C(Cn1cc(COc2ccc3ccccc3c2)nn1)NS(=O)(=O)c1cccc(OC(F)F)c1 | 4.2% |
| CCC/C=C/c1ccc(CN2C(C(C)C)C(=O)N(Cc3cn(CC4CCCCC4)nn3)CCS2(=O)=O)cc1 (stereo unspecified) | -6.1% |
| Cn1nnnc1Sc1ncnc2scc(Br)c12 | -2.9% |
| COc1ccc(C(=O)N2CCc3ccccc3C2)cc1S(=O)(=O)N1CCCC1 | -1.1% |
| CC[C@H](O)C(C[C@H](C)N(C)C)(c1ccccc1)c1ccccc1 | 0.0%[157 µM] |
| O=C(c1[nH]c(C(F)(F)F)nc1-c1ccccc1)N1CCN(c2cccc(C(F)(F)F)n2)CC1 | 10.9% |
| CC1=C(C(=O)N(C)C)CC(CC(=O)NCCCN(C)C)C(=O)N1CCC1=CCCCC1 (stereo unspecified) | -17.2% |
| CCOC(=O)[C@]12CCC=C1N(Cc1cccc3ccccc13)C(=O)[C@H](CC(=O)NCc1cccs1)C2 | 6.4% |
| CC1(Cc2ccc(F)cc2)C(=O)Nc2ccc(-c3cccnc3)cc21 (stereo unspecified) | 2.3% |
| Cc1ccc(S(=O)(=O)N2CCCCC2)cc1NCC(=O)Nc1ccc(Br)cc1F | 1.3% |
| c1ccc2c(-c3nc4ccccc4[nH]3)cccc2c1 | -11.0% |
| NC(=O)CCC(NC(=O)OCc1ccccc1)C(=O)OCC(=O)c1ccccc1 (stereo unspecified) | 1.5% |
| COc1ccc(-n2nnnc2C(c2ccccc2OC(F)(F)F)N2CCC(n3c(=O)[nH]c4ccccc43)CC2)cc1 (stereo unspecified) | -8.2% |

(list continues)
| SMILES | Tb PYK inh |
| --- | --- |
| CC(C)(C(=O)N1CCC1(C)C(=O)Nc1ccccc1Br)c1ccccc1 (stereo unspecified) | -11.0% |
| CC1(C2CC2)NC(=O)N(CC(=O)Nc2ccc(OC(F)F)cc2)C1=O (stereo unspecified) | -12.7% |
| O=C1C=C(c2ccccc2Oc2ccccc2)C[C@@H](c2ccc(F)cc2)C1 | 1.8% |
| COc1cccc(-c2cccc(-c3nc(C(=O)Nc4ccc(-c5ccccc5)cc4)cc4c3[C@H](CCO)N(S(=O)C(C)(C)C)C4)c2)c1 (stereo partly specified) | 3.7% |
| Cc1nc2cnc(OCc3ccccc3)nc2n(Cc2ccc(F)cc2)c1=O | 0.1% |
| CN(C)CCO | 0.0% |
| COc1ccc(/C=N/NC(=O)c2nnn(-c3nonc3N)c2C)cc1OC | 2.1% |
| CSCCC(C(=O)Nc1c(C)cccc1C)N1CCN(c2ccc(F)cc2)CC1 (stereo unspecified) | 0.8% |
| NC(c1ccccc1)c1csc(NC(=O)Nc2cccc(Cl)c2)n1 (stereo unspecified) | -7.1% |
| O=C(NCc1ccccn1)[C@@H]1CCCN1C(=O)[C@@H]1CCCN1 | 0.3% |
| O=C(NC(c1ccc(F)cc1)c1cnccn1)C1CCN(CCOc2ccc(Cl)cc2Cl)CC1 (stereo unspecified) | -10.7% |
| O=C1OCCC1=COCCCCCOC=C1CCOC1=O | 3.2% |
| COc1ccc2c(c1)C(C)(CCN)C(=O)N2C (stereo unspecified) | 7.5% |
| Cc1ccc(S(=O)(=O)N(C)C[C@H]2Oc3cc(Br)ccc3S(=O)(=O)N([C@H](C)CO)C[C@H]2C)cc1 | 5.5% |
| Cc1cccc(C)c1-n1nnnc1C1c2ccccc2C(=O)N1C1CC1 (stereo unspecified) | 0.1% |
| C[C@@H]1CN([C@H](C)CO)C(=O)CCCn2cc(nn2)CO[C@H]1CN(C)S(=O)(=O)c1ccc2ccccc2c1 | 1.7% |
| Clc1ccc2nc(C(Cl)(Cl)Cl)[nH]c2c1 | -1.0% |
| OC(c1ccccc1)c1nc(-c2cc3ccccc3o2)cs1 (stereo unspecified) | 6.0% |
| CCN(CC)S(=O)(=O)c1ccc(N2CCOCC2)c(NC(=O)c2nn(C(C)C)c(=O)c3ccccc23)c1 | -0.9% |
| C[C@@H]1CCCCO[C@@H](CN(C)Cc2ccc(Cl)c(Cl)c2)[C@@H](C)CN([C@H](C)CO)C(=O)c2cc(NC(=O)CCC(F)(F)F)ccc2O1 | 2.3% |

Another view of 4 compounds above:
O=C(NCc1ccccn1)[C@@H]1CCCN1C(=O)[C@@H]1CCCN1
  Tb PYK inh: 0.3%
O=C(NC(c1ccc(F)cc1)c1cnccn1)C1CCN(CCOc2ccc(Cl)cc2Cl)CC1 (stereo unspecified)
  Tb PYK inh: -10.7%
O=C1OCCC1=COCCCCCOC=C1CCOC1=O
  Tb PYK inh: 3.2%
COc1ccc2c(c1)C(C)(CCN)C(=O)N2C (stereo unspecified)
  Tb PYK inh: 7.5%

(continued)
| SMILES | Tb PYK inh |
| --- | --- |
| COc1cc(C(=O)COC(=O)c2ccc3c(c2)OCCO3)cc(OC)c1OC | 2.7% |
| COc1ccc(Oc2c(OC)cc(NCc3ccc(CN)cc3)c3ncccc23)cc1 | 0.6% |
| OCc1ccc(-c2cccc3nccn23)cc1 | 1.7% |
| COc1ccc(S(=O)(=O)NC(=O)C2(C)CCN2C(=O)C2CC2)cc1 (stereo unspecified) | 1.2% |
| CNC(C)CC1CCCCC1 (stereo unspecified) | 2.9% |
| CCc1nnc(NC(=O)Cc2ccc(OC)c(S(=O)(=O)N3CCOCC3)c2)s1 | -0.5% |
| Cc1cc(C)cc(Cn2c3ccc(NC(=O)NCc4ccccc4)cc3c(=O)n2C)c1 | -1.4% |
| C=C1C[C@@H]2C[C@@H]2CN(S(=O)(=O)c2ccc(C)cc2)[C@@H]1COCc1ccccc1 | -10.8% |
| O=C1NC[C@@H](Cc2ccc(O)cc2)N(CCCCC2CCCCC2)C1=O | -15.4% |
| CN(C(=O)NC1CCCCC1)[C@H]1C[C@H]2c3[nH]c4ccccc4c3CCN2C(=O)[C@H]1CO | 0.4% |
| Cc1ccc(CC(C)(O)CC(C)(O)Cc2ccc(C)cc2)cc1 (stereo unspecified) | 0.6% |
| CCOC(=O)[C@]12Cc3c(cc(OC)c(OC)c3OC)[C@H]1N(CCC(=O)OC)C(=O)c1ccccc12 | -4.8% |
| COc1ccc(C(=O)COC(=O)C2COc3ccccc3O2)c(OC)c1 (stereo unspecified) | -7.0% |
| CC1COCC(C)N1C(=O)c1cccnc1 (stereo unspecified) | 2.2% |
| CCOC(=O)[C@]12Cc3cc(C)ccc3[C@H]1N(C1CCCCC1)C(=O)c1ccccc12 | -2.6% |
| COc1ccc(OCCN2CCC(C(=O)NC(C)c3cccc4ccccc34)CC2)cc1 (stereo unspecified) | 4.2% |
| COc1ccc(NC(=O)C2Cc3c(-c4ccccc4Oc4ccccc4)ccnc3O2)cc1 (stereo unspecified) | -8.7% |
| C[C@@H]1CN([C@H](C)CO)C(=O)c2c(c3ccccc3n2C)-c2ccccc2CO[C@@H]1CN(C)Cc1ccc(O)cc1 | 3.6% |
| OC(c1cccc(Cl)c1)c1nc(-c2cccc3cccnc23)cs1 (stereo unspecified) | -1.4% |
| Cc1ccccc1-c1cc2nc(NCc3ccc4occc4c3)n(C)c(=O)c2s1 | 1.7% |
| OC[C@@H]1CN(Cc2ccncc2)C[C@H](n2cnc3c(N4CCN(c5ccccc5)CC4)ncnc32)O1 | -0.7% |
| OC(c1cccnc1)c1nc(-c2ccc3c(c2)OCO3)cs1 (stereo unspecified) | 0.4% |
| Cc1ccc(CN2CCN(C(=O)/C=C/[C@H]3O[C@@H](n4cc(C)c(=O)[nH]c4=O)C[C@@H]3O)CC2)cc1 | -3.3% |
| COc1ccc(N2C[C@H](CSC)[C@@H](CC(=O)Nc3ccc(Br)cc3)C2=O)cc1 | 0.4% |
| CC(=O)Nc1cc(-c2ccc(C(=O)N3CCOCC3)cc2)cn2c(-c3ccc(F)cc3)cnc12 | 2.8% |
| O=C(c1cc(C(F)(F)F)cc(C(F)(F)F)c1)N1CCC[C@@]2(CCN(c3ncccn3)C2)C1 | 1.1% |
| C[C@H]1CCCCO[C@H](CN(C)S(=O)(=O)c2cn(C)cn2)[C@@H](C)CN([C@@H](C)CO)C(=O)c2cc(NS(=O)(=O)c3ccccc3)ccc2O1 | -7.0% |

Screening data as filed in PubChem.
